# SENP7 inh – blocks the human protease SENP7 | recombinant SENP7, Z-RLRGG-aminoluciferin luminescence, 40 min | 1.5% of 330,000 active | AID 434973 | inhibition, % at 5 µM;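 active = inhibition above about 50% at the single test dose, limit read from the data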;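 note: plate controls were DMSO with enzyme for no effect and no enzyme buffer wells for full effect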
# MIN6 prolif – MIN6 beta-cell proliferation induction. proliferation, % at 10 µM. 0.29% of 330,000 active. AID 2380. MIN6 cells proliferation, ATPlite luminescence, 48 h; cells starved in 0.2% serum; 100% = growth in 10% serum;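 active = compounds whose signal lies at least 3.5 SD above the mean of all wells on their plate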;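 note: 0% = DMSO-treated cells in low-serum medium and 100% = 10% serum control; some compounds called inactive have numbers as strong as hits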
# UBC13 polyUb – inhibitors of human UBC13 polyubiquitin chain formation | P61088 | inhibition, % at 20 µM | 0.47% of 330,000 active | TR-FRET; in the data active = inhibition above about 45%, passing the limit was not always enough
# Target sequence (P61088 whole entry, looked up): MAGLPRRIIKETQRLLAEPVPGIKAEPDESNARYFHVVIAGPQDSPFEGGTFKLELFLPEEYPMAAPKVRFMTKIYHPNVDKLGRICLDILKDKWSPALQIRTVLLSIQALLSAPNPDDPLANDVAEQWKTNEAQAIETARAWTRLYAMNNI
# SENP8 block-1 – inhibitors of human SENP8 protease; recombinant SENP8, Nedd8 substrate fluorescence; inhibition, % at 20 µM; 0.64% of 360,000 active; AID 602440; in the data active = inhibition mostly above about 40%, no sharp cut-off; inactive = mostly below about 27%
# Target sequence (Q96LD8 whole entry, looked up): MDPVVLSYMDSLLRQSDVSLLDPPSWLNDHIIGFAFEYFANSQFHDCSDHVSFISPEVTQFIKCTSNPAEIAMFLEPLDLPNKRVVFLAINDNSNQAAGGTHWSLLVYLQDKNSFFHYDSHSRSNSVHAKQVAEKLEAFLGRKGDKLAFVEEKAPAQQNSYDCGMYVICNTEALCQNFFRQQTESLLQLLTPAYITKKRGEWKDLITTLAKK
# SENP1 FRET inh – blocks the human SENP1 SUMO protease catalytic domain; AID 624204; 0.21% of 360,000 active; recombinant SENP1 catalytic domain, CyPet-SUMO1-YPet FRET cleavage; Q9P0U3; inhibition, % at 10 µM;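 active = inhibition at least 30% at 10 µM, raw YFP signal under a set limit, fluorescence ratio 0.5 to 1.5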;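 note: 0% = enzyme with DMSO and 100% = no enzyme wells; some results filed as inactive read as strong as hits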
#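 Test system: recombinant human SENP1 catalytic domain, His6-tagged / Medium: pH 8 Tris buffer with EDTA, NaCl, BME, BSA, NP40, catalase / Also added: SUMO1 FRET substrate flanked by Cypet and Ypet, 25 nM / Times: 50 min reaction at room temperature / Signal: FRET, CFP and YFP emission / Control set: no-enzyme low control and enzyme-plus-DMSO high control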
# SENP6 inh – SENP6 protease inhibition; Recombinant SENP6 catalytic domain, aminoluciferin luminescence; inhibition, % at 10 µM; 1.8% of 330,000 active; AID 2599;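 active = inhibition above about 50% at the single tested dose, limit read from the data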;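 note: plate controls were DMSO wells with enzyme for no effect and DMSO wells lacking enzyme for full effect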
# Target sequence (Q9GZR1 628-1112 limits assumed): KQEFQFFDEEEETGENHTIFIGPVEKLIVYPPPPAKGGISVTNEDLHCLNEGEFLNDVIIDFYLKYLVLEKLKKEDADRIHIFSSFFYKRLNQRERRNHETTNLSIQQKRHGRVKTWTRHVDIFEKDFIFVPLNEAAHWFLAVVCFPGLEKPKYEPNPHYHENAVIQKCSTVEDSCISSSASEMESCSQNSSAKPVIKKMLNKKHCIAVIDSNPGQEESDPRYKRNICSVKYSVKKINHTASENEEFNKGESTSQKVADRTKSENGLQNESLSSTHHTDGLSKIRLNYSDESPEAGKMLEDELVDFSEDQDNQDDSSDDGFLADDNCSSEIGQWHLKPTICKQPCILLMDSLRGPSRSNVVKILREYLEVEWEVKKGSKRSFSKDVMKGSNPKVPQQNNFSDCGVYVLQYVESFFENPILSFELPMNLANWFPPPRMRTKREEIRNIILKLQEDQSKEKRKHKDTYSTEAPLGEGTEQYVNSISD
# SENP8 block-2 – blocks the human protease SENP8 | purified SENP8, Z-RLRGG-aminoluciferin cleavage, luminescence | inhibition, % at 10 µM | 1.2% of 330,000 active | AID 2540; in the data active = inhibition above about 50%
# PfGluPho inh – PfG6PD (Plasmodium falciparum) enzyme inhibition | PfGluPho enzyme, NADPH resazurin-diaphorase fluorescence | inhibition, % at 20 µM | 0.78% of 350,000 active;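 active = inhibition reaching at least a set limit at 20 µM in the primary screen, cut at about 59% in these data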;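 note: 0% = DMSO wells with substrate and 100% = DMSO wells lacking glucose-6-phosphate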
# HKDC1 inh – HKDC1 (human) hexokinase inhibition | 0.16% of 340,000 active | Q2TB90 | recombinant HKDC1, G6PDH/diaphorase resazurin coupled fluorescence | inhibition, % at 20 µM | AID 493160;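 active = inhibition above about 35% when tested at 20 µM, limit read from the data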;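 note: plate controls were DMSO wells with enzyme for no effect and DMSO wells lacking enzyme for full effect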
#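 Test system: Recombinant HKDC1 (HK5) hexokinase enzyme, produced in-house | Input: HKDC1 at 5 µg/mL | Buffer or medium: Tris pH 8.0 buffer with MgCl2, Tween-20, BSA, BME | Schedule: 90 min reaction incubation at room temperature, dark | Technique: Resazurin-to-resorufin fluorescence via G6PDH and diaphorase coupling, 525/613 nm | Controls: DMSO wells with and without enzyme mix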
# * = called active by the depositor; x = not tested or not shown; & = joins results of further samples.
SMILES	SENP7 inh	MIN6 prolif	UBC13 polyUb	SENP8 block-1	SENP1 FRET inh	SENP6 inh	SENP8 block-2	PfGluPho inh	HKDC1 inh
CC(=NNC(=O)c1ccncc1)c1ccc2ccccc2c1O	x	x	x	-10	-25	x	x	-12	-13
CN1CCN(C(=O)C2=C[C@H](c3ccccc3)C[C@H](OCc3ccc(CO)cc3)O2)CC1	-8	-3	-4	10	4	-12	5	9	6
Cc1cc(-c2n[nH]c(=S)n2/N=C/c2ccc(Br)s2)n[nH]1	-6	0	-19	17	1	3	-3	22	5
Cc1n[nH]c(=O)c2c(NC(=O)COC(=O)/C=C/c3cccc(C(F)(F)F)c3)oc(C)c12	-9	0	-16	1	-8	-4	-11	-3	2
CSc1nc(NC(C)(C)C)nc(Oc2ccc(=O)[nH]n2)n1	3	-3	-6	9	5	18	1	6	-8
COc1ccc2ccccc2c1/C=N/O	-4	-2	-7	-9	2	-5	4	-5	1
COC(=O)c1ccc(C)c(NC(=O)C(CCSC)NC(=O)c2cc(OC)c(OC)c(OC)c2)c1 (stereo not given)	1	-3	6	11	1	-1	1	-4	-6
CN(C)C(=O)NC1CCCCCCCCCCC1	3	2	5	11	1	0	2	-3	-6
COCCCn1c(SCC(=O)N2CCc3ccccc32)nnc1-c1ccco1	2	-5	2	24	0	19	3	6	-2
CCOc1c(C)cc(-c2ncccc2O)cc1C	4&8	-2&-4	3&6	-178&-156	2&-1	-9&6	1&-9	10&-5	-11&-1
CCC(=O)c1ccccc1OCCCn1cncn1	0	0	1	5	0	8	1	-8	-6
COc1ccccc1NC(=O)CSc1nc(O)cc(=O)n1-c1ccccc1OC	-1	-5	-12	10	1	16	-5	-19	-4
CCOc1ccc(NC(=O)CSc2nnc(CNC(=O)c3ccco3)o2)cc1	-3	-1	-30	-3	0	-8	-3	5	-8
CCOc1c(CNCc2ccc(C(=O)O)cc2)cccc1OC	1	-1	1	2	-5	8	-3	7	-8
Cc1cc(C)c2c(-c3ccc(F)cc3)c(C#N)c(=O)n(C)c2n1	-3	3	1	-136	1	-17	-3	-5	-8
O=C(c1cc(-c2ccc(Br)cc2)nc2ccccc12)N1CCC1	-4	-5	35	-16	1	-6	-5	3	-7
Cc1cccc(N=Nc2c(N)n[nH]c2N)c1	1	0	-5	22	0	2	-1	-1	-1
O=C(CCCC(=O)c1ccc(F)cc1)c1ccc(F)cc1	1	-1	2	11	2	9	-3	7	0
CCOc1ccccc1NC(=S)NCc1cccn1C	4	-1	-4	22	2	0	1	-5	-4
Cc1csc(SCC(=O)NC(=O)c2ccccc2)n1	10	9	-1	1	-8	-1	-8	15	-1
Cc1nc2c(o1)CCc1ccccc1C2O (stereo not given)	-13	0	-5	13	-1	-18	-9	1	0
COC(=O)c1c(NC(=O)CSc2nc3ccccc3c(=O)n2Cc2ccco2)sc(C)c1C	0	0	6	4	-1	9	6	-3	9
O=C(CSc1ccccn1)Nc1nc2ccccc2s1	-5	0	12	25	1	7	-8	-2	-8
Cc1cccc(NC(=O)c2cnc3sccn3c2=O)c1C	20	1	-2	-94	1	7	0	x	x
O=C1c2cnc3ncnn3c2CC2c3ccccc3CCN12 (stereo not given)	-2	4	8	-392	-89	-2	-1	-9	-11
CCOC(=O)C1=C(Cn2cnc3ccccc32)NC(=O)NC1c1ccc(OC)cc1 (stereo not given)	10	4	15	6	-1	7	1	-4	9
COc1cc(NC(=O)[C@@H](NC(=O)c2ccco2)C(C)C)c(OC)cc1NC(=O)c1ccccc1	0	0	0	-1	-2	-14	6	8	3
CCN(CC)c1ccc(-n2c(C)c(C(C)=O)c(C(C)=O)c2C)cc1	-6	1	6	23	-2	10	-1	11	-2
O=C(CN1C(=O)c2ccccc2S1(=O)=O)Nc1ncccn1	0	-1	-6	10	1	5	7	2	0
COc1ccc(N/N=C(\C#N)C(=N)SCc2ccccc2)cc1	x	x	x	15	-1	x	x	5	16
CC(C)C[C@@H](CN)NC(=O)c1nc[nH]c1C(=O)N[C@@H](CC(C)C)C(=O)CNC[C@H](C)NC(=O)c1nc[nH]c1C(=O)N[C@@H](CC(=O)O)C(=O)O	x	x	x	13	0	x	x	0	-6
Cn1c(C=O)c(-c2ccc3cc[nH]c3c2)c2ccccc21	-11	-5	-9	-296	-29	-2	-16	5	6
CN(NC1OC(=O)c2ccccc21)c1c([N+](=O)[O-])cc(C(F)(F)F)cc1[N+](=O)[O-] (stereo not given)	4	-4	-28	11	15	3	0	-31	1
CCCC[C@@H]1CNC(=S)N1CCCc1cc(OC)c(OC)c(OC)c1	-4	-2	0	35	2	-2	-5	16	-5
O=C(NCCc1ccccc1)C(=O)NCC1OCCCN1S(=O)(=O)c1ccc(F)cc1 (stereo not given)	-1	0	6	2	-1	-5	6	7	-5
Cc1cccc(OCCSc2nncn2C)c1	-7	0	-12	12	-1	-14	-8	17	-2
COc1ccc(N/N=C(/C#N)S(=O)(=O)C(C)(C)C)cc1	-5	0	-2	14	3	-15	-7	-20	11
O=S(=O)(c1ccc2c(c1)OCCO2)N1CCN(S(=O)(=O)c2ccccn2)CC1	-7	-3	-8	10	0	0	-6	-17	-4
COc1ccccc1NS(=O)(=O)c1cc(NC(=O)Nc2ccc(Cl)cc2Cl)ccc1N1CCCCC1	0	-3	-10	14	3	-10	1	26	-5
CCCn1c(SCC(=O)NCCc2ccccc2)nnc1C(C)C	1	0	-6	24	3	-13	-7	-7	-9
C=CCOc1c(Br)cc(CNc2ccc(NC(=O)C(C)C)c(OC)c2)cc1OC	11	-6	-10	-9	-21	14	-1	17	8
COC(=O)[C@]1(C)N[C@H](CN(C)C(=O)Nc2ccc(F)cc2)[C@@H]2C(=O)N(C)C(=O)[C@@H]21	2	-1	1	2	0	5	-30	3	-3
CC(C)Oc1ccc(CCNC(=O)C2CCC(=O)N(C3CCCCCC3)C2)cc1 (stereo not given)	9	-3	7	8	0	-8	9	10	-2
COCCCNC(=O)COc1ccc2oc3c(c2c1)CCCC3	9	-1	-7	2	0	-12	-5	10	-3
O=C(CSc1ccccn1)Nc1nc2c(ccc3ccccc32)s1	0	0	1	-8	1	-10	-7	13	2
O=C(CCN1C(=O)/C(=C/c2ccc3c(c2)OCO3)SC1=S)Nc1ccccc1	6	-5	-21	5	-7	-16	-4	-3	-4
CCC(=O)Nc1ccc(C(=O)NNC(=O)c2cccc(C)c2)cc1	-3	0	-1	16	7	-21	-9	6	-1
CCOc1ccc(Cl)cc1CSc1n[nH]c(CC)n1	-1	-1	2	4	1	-18	-6	-18	17
O=C(NCC1(c2ccccc2)CCCC1)C(=O)N1CCOCC1	-5	-3	4	10	4	3	-2	5	-3
O=C(Oc1ccc(N(Cc2cccs2)C2=NS(=O)(=O)c3ccccc32)cc1)c1ccccc1	5	-5	-2	5	3	-9	5	8	-4

# In the list so far, two contain a Cl atom:
SMILES	SENP7 inh	MIN6 prolif	UBC13 polyUb	SENP8 block-1	SENP1 FRET inh	SENP6 inh	SENP8 block-2	PfGluPho inh	HKDC1 inh
COc1ccccc1NS(=O)(=O)c1cc(NC(=O)Nc2ccc(Cl)cc2Cl)ccc1N1CCCCC1	0	-3	-10	14	3	-10	1	26	-5
CCOc1ccc(Cl)cc1CSc1n[nH]c(CC)n1	-1	-1	2	4	1	-18	-6	-18	17

# More results follow.
SMILES	SENP7 inh	MIN6 prolif	UBC13 polyUb	SENP8 block-1	SENP1 FRET inh	SENP6 inh	SENP8 block-2	PfGluPho inh	HKDC1 inh
Cc1ccc(OCC(=O)NC2CCCCCC2)cc1C	2	0	9	12	0	-9	-1	-3	0
CCCCCCOC(=O)Sc1nc2ccccc2o1	10	-6	-10	23	3	-8	-9	-15	23
N=c1sccn1CC(=O)Nc1ccc(S(=O)(=O)N2CCOCC2)cc1	-11	0	-4	17	-1	-21	-5	-3	6
O=[N+]([O-])c1ccc(NC(=S)N2CCCC2)cc1	4	-1	-9	19	2	3	-12	5	-5
Cc1cc(C)c(SCCc2ccncc2)c(C)c1	0	-3	6	14	2	-5	-6	3	-3
CCCNC(=O)CN(c1ccc(F)c(Cl)c1)S(C)(=O)=O	2	0	-3	18	0	-10	-5	7	-9
COCCNC(=O)Cn1ccc2cc(S(=O)(=O)N3CCCCC3)ccc21	0	2	-3	16	2	11	3	-5	4
O=C(COC(=O)/C=C/c1ccc([N+](=O)[O-])cc1)NCC1CCCCC1	2	-2	-5	21	2	6	4	-11	-4
C=CCn1c(O)c(N=Nc2nc3ccccc3c(=O)n2-c2ccccc2)c2ccccc21	-5	2	-2	13	6	-1	-3	-4	3
O=C(COC(=O)C1C2CC3OC(=O)C1C3C2)Nc1ccc(F)cc1 (stereo not given)	-1	-1	3	11	2	-7	0	-19	-1
O=C1CCC(C(=O)N2CCCCO2)CN1CCc1ccccc1 (stereo not given)	5	-1	6	3	3	-2	1	-1	4
CCCCC[n+]1ccn(C2=C([O-])c3ccccc3C(=O)/C2=N\S(=O)(=O)c2ccc(Cl)cc2)c1	19	-4	-60	71*	-3	47	19	-10	9
CNC(=O)c1c(Cl)cnn1-c1ccc(F)cc1	-3	-1	-2	15	1	6	-2	11	10
COc1cc(/C=C2/C(=O)NN(c3cccc(C)c3)C2=O)ccc1OC(=O)c1ccco1	-5	-2	-2	26	2	9	-6	-21	12
Cc1ccc(Cl)cc1NC(=O)COC(=O)c1ccc(N2CCCC2)c([N+](=O)[O-])c1	4	-3	1	x	x	2	0	x	x
CC(C)NC(=O)N(C)C[C@H]1Oc2ccc(NC(=O)Cc3ccccc3)cc2C(=O)N([C@H](C)CO)C[C@@H]1C	-4	0	-24	7	2	-23	-10	-4	-2
Nc1ccn(Cc2ccc(F)cc2)n1	2	2	10	11	3	4	1	10	0
CCOC(=O)CC1C(=O)NCCN1C(=O)c1cc2c(=O)n3ccccc3nc2s1 (stereo not given)	-2	2	30	x	x	7	8	x	x
COc1ccc(CCNC(=O)COC(=O)C23CC4CC(CC(C4)C2)C3)cc1	-5	3	-12	14	1	11	-13	-12	-4
O=C(C1=C(O)C(=O)N(c2ncccn2)C1c1cccc(Cl)c1)c1ccco1 (stereo not given)	-1	-2	-6	-17	13	-2	-4	34	-1
CC1CCN(Cc2cc(=O)oc3cc(O)c(Cl)cc23)CC1	3	0	11	-284	-23	7	-1	-1	-2
CCOC(=O)N=Nc1c(O)n(C)c2ccccc12	7	-1	0	23	1	-8	3	14	-9
Cn1c(=O)n(C)c2cc(S(=O)(=O)NCCOCCO)ccc21	-4	0	-1	12	2	3	-2	-11	4
O=C(CCn1c(SCC(=O)NCc2ccco2)nc2ccccc2c1=O)NCCc1ccccc1	-12	0	-7	3	-5	-15	-17	11	-3

# Marked active in SENP8 block-1, among the entries above:
structure	SENP7 inh	UBC13 polyUb	SENP8 block-1	SENP1 FRET inh	SENP6 inh	SENP8 block-2	PfGluPho inh	HKDC1 inh
CCCCC[n+]1ccn(C2=C([O-])c3ccccc3C(=O)/C2=N\S(=O)(=O)c2ccc(Cl)cc2)c1	19	-60	71*	-3	47	19	-10	9

# Compound activity: PubChem BioAssay, Sanford-Burnham Center for Chemical Genomics
